Compound activity from PubChem.
IL-1B inflam inh: blocks inflammasome-driven IL-1 beta release; 360,000 compounds, 4.7% hits; activity change, % at 57.5 µM; THP-1 LPS/ATP IL-1B secretion, AlphaLISA, 16 h; active compounds read low; in the data active = activity change below about -50%; inconclusive = mostly about -30% to -49%; note: % is set by controls: 0 for no effect and ±100 for the full control effect
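THP-1 cells pretreated 1 hr with compounds (up to 57.5 uM final), then stimulated with LPS (250 ng/mL final) plus ATP (1.25 mM final); secreted IL-1B measured by AlphaLISA after 16 hr, decreased signal indicating inhibition.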
D3 antag: D3 dopamine receptor (human) antagonism; P35462; D3R cells, DiscoveRx beta-arrestin luminescence, antagonist mode; active compounds read low; max response, negative = inhibition, %; 360,000 compounds, 2.5% hits; in the data active = max response below about -50%; inconclusive = no clear call, values can overlap the other calls; note: % is set by controls: 0 for no effect and ±100 for the full control effect; mostly tested at two doses, the higher about 12 µM
Target sequence (P35462 whole entry, looked up): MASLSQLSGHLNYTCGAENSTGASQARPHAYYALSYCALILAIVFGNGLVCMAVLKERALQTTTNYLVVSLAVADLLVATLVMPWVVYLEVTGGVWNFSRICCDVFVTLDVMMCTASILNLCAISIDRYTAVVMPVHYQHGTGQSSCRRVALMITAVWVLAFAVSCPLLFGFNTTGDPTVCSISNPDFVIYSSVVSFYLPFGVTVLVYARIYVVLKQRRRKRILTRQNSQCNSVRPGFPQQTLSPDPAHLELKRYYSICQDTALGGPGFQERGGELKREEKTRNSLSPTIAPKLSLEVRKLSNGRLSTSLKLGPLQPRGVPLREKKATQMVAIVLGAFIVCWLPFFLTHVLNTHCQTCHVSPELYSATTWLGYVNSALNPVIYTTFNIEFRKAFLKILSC
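Cells plated overnight at 1500 cells/well, then exposed to library compounds with dopamine controls for 90 minutes at 37 degrees C. DiscoveRx reagent added for 30–60 minutes at room temperature; luminescence read, quantitative HTS format.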
HT1080 IDH1KD tx: HT-1080 IDH1 knockdown cell toxicity (counter line). AID 686971. Potency, µM (top dose mostly 46.1 µM), for inactives: at the highest dose activity, negative = toxicity, hits mostly cytotoxic. 360,000 compounds, 2% hits. HT-1080 IDH1 knockdown viability, ATP luminescence, 48 h;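 note: potency is the fitted concentration of half-maximal effect; 0% = DMSO wells and -100% = cell-free medium wells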
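HT-1080-IDH1KD cells (IDH1 knocked down), 750/well in RPMI with 5% FBS, treated with compound 48 h at 37 degrees C. Viability by CellTiter-Glo luminescence, normalised to DMSO and no-cell wells; concentration-response curves classed.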
KB-3-1 cytotox: kills parental KB-3-1 adenocarcinoma cells. KB-3-1 viability, CellTiter-Glo ATP luminescence, 72 h. Potency, µM (titrated, usually from 46.1 µM), without a hit: at the top dose activity change, negative = cytotoxic, actives largely listed as cytotoxic. 400,000 compounds, 1.4% hits. AID 1347075; note: potency is the fitted concentration of half-maximal effect; % is set by controls: 0 for no effect and ±100 for the full control effect; nearly all actives have a fitted effect of over 60% in size
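Here the drug-naive KB-3-1 line serves as comparator for MDR sub-line selectivity; cells received compound titrations, 72 h at 37 °C, then CellTiter-Glo readout.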
GLP1R ag: GLP-1 receptor (human) agonism; HEK293 GLP-1R CRE-luciferase, luminescence, 4-6 h; cells express a hypersensitive GLP-1R form; P43220; Potency, µM (highest dose often 45.6 µM), for the others: at the top dose activation, usual class: activators; 380,000 compounds, 0.007% hits; note: potency is the fitted concentration of half-maximal effect; % of control where 0% means no effect
Target sequence (P43220 whole entry, looked up): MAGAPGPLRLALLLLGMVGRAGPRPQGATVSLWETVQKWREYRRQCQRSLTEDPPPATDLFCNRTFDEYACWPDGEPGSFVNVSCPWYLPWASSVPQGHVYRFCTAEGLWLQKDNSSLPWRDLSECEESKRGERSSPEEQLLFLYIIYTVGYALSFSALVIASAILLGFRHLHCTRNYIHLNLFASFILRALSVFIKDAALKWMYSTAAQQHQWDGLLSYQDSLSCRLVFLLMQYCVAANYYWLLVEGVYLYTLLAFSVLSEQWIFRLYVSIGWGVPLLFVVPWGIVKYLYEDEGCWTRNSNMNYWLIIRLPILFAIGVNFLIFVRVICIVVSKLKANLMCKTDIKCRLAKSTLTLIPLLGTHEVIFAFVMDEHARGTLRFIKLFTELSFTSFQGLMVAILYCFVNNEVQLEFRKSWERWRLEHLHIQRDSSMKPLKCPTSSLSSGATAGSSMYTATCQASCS
SW480 rereplic: DNA re-replication induction in SW480 cells | Potency, µM (highest dose often 46.1 µM), for the others: at the highest dose re-replication activation, most hits filed as activators | 340,000 compounds, 1.8% hits | SW480 DNA re-replication, Hoechst DNA content imaging, 48 h; note: potency is the fitted concentration of half-maximal effect; % of control where 0% means no effect; nearly all actives have a fitted effect of over 55% in size
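Cells (250 per well) received 23 nL compound or DMSO by pin tool and were kept 48 hr at 37 C, 5% CO2. Nuclei were then stained with Hoechst for 40 min and scanned for DNA content.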
HT1080NT lethal: kills 2HG-producing HT-1080-NT fibrosarcoma cells. HT-1080-NT fibrosarcoma viability, CellTiter-Glo ATP luminescence, 48 h. Potency, µM (series often up to 46.1 µM), without a hit: at the top dose activity, negative = less viability, actives largely listed as cytotoxic. 360,000 compounds, 1.6% hits;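 note: NT is the 2HG producing partner of a matched IDH1 knockdown line; potency is the fitted concentration of half-maximal effect; 0% = DMSO-treated cells and -100% = media-only wells without cells; nearly all actives have a fitted effect of over 55% in size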
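HT-1080-NT fibrosarcoma cells (2HG-overproducing), 750 cells/well in RPMI with 5% FBS, dosed after 2 h and incubated 48 h at 37C. CellTiter-Glo luminescence normalized to DMSO and no-cell wells; concentration-response curves fitted and classed.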
KB-V1 MDR tox: KB-V1 MDR subline cytotoxicity; KB-V1 MDR cells viability, CellTiter-Glo, 72 h; Potency, µM (series often up to 46.1 µM), without a hit: top-dose activity change, negative = cytotoxicity, usual class: cytotoxic; 400,000 compounds, 3.4% hits; note: potency is the fitted concentration of half-maximal effect; % is set by controls: 0 for no effect and ±100 for the full control effect; nearly all actives have a fitted effect of over 60% in size
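Cells of the MDR subline KB-V1 are plated, dosed with compound at multiple concentrations, and incubated 72 h at 37 degrees C; CellTiter-Glo is then added and luminescence read after 10 min.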
DRD3 agonist: D3 dopamine receptor (human) agonism | P35462 | D3R DiscoveRx beta-arrestin cells, luminescence, 90 min | max activation, % | 410,000 compounds, 0.58% hits | AID 652048; in the data active = max activation above about 30%; note: 0% is about no effect; mostly tested at two doses, the higher about 12 µM
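Agonist mode: compounds and dopamine controls were applied to plated cells for 90 min at 37 degrees C after an overnight attachment at 1500 cells/well. Luminescent read-out followed 30 - 60 minutes at room temperature with DiscoveRx detection reagent.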
Active calls of the source: *; ? = inconclusive; / = not tested or not shown; & = joins results of further samples; [ ] = another dose, or the depositor's remark. Unless noted, calls come from the whole dose curve; as a rule, active = well fitted curve in the direction sought with a large enough effect; inconclusive = small, poorly fitted or top-dose-only effect, or another doubt; inactive = no such curve, though single readings can be large; an effect the other way counts as inactive or inconclusive. The order is random. Share with any hit: about 12%.

SMILES | IL-1B inflam inh | D3 antag | HT1080 IDH1KD tx | KB-3-1 cytotox | GLP1R ag | SW480 rereplic | HT1080NT lethal | KB-V1 MDR tox | DRD3 agonist
Cc1ccccc1NC(=O)Cc1nc(COC(=O)c2ccc([N+](=O)[O-])cc2)cs1 | 14 | 10 | 6% | 9% | -2% | 1% | 12% | 1% | 8
Cc1ccc(S(=O)(=O)N2CCSC2c2ccco2)cc1 (stereo not drawn) | -11 | 0 | -5% | -19% | -9% | -8% | -2% | ? | -9
O=C(Nc1cnn(Cc2ccc(Cl)cc2)c1)C1CCCC1 | -17 | -20 | -20% | 1% | 4% | 0% | -4% | 21µM* | -25
Cc1ccc(C)c(-n2cc(CN3CCCN(C=O)CC3)c(-c3ccccc3)n2)c1 | 14 | -5 | -6% | 17% | 1% | 2% | 0% | ? | -6
O=C(NC(=O)c1ccccc1)Nc1ccccc1 | -23 | 6 | -5% | -2% | -3% | -2% | -1% | 4% | -1
Cc1nn(-c2ccc(F)cc2)c(-n2cccc2)c1C(=O)N1CCN(c2ccccc2F)CC1 | / | / | / | ? | 8% | / | / | 10µM* | 3
O=C(C1CCC1)N1CCN(c2ccc(Cl)cc2)CC1 | -11 | -16 | 6% | -14% | -4% | -4% | 10% | -13% | 4
CCOc1ccc2c(c1)sc(N)[n+]2Cc1cc(C)cc2cccnc12 | -92* | -19 | 3.3µM* | 2.6µM* | 2% | 4.6µM* | 6.5µM* | 1.3µM* | -17
Cc1nc(N)nc(C)c1Cc1ccccc1 | -20 | -19 | -1% | -7% | 1% | -5%[9.22 µM] | -2% | 3% | -5
Cc1nn(-c2ccc(Cl)cc2)c2sc(C(=O)c3c(N)n(C)c(=O)n(C)c3=O)cc12 | 10 | 14 | -15% | -1% | 2% | -13% | -18% | -2% | 5
Cc1ccc(C(=O)/C=C/C(=O)O)cc1 | -6 | ? | ? | 1% | -4% | ? | ? | 0% | 1
Cc1ccccc1NC(=S)NCc1ccc(Cl)cc1 | -9 | -13 | -1% | 3% | 16% | -4% | -1% | ? | -4
NC(=O)c1ccccc1NCC(=O)c1ccc(F)cc1 | 39 | -17 | -29% | 2% | -1% | 23% | ? | 10% | -14
O=C(N/N=C/c1ccc(OCC(=O)N2CCCCC2)cc1)c1ccccc1 | -1 | -7 | -27% | -6% | 3% | -3% | -22% | 12% | 1
C=C(C)Cn1c(-c2ccncc2)n[nH]c1=S | -5 | ? | -6% | 0% | 2% | ? | 1% | 1% | -9
CC(=O)Nc1cccc(N=NN2CCCCC2)c1 | -3 | -12 | -7% | 1% | 2% | -13% | 12% | 0% | -4
Cc1c(Cl)cccc1NC(=O)CNC(=O)c1ccc2c(c1)OCCO2 | 20 | -7 | -4% | -8% | 1% | 0% | -2% | -2% | -1
CC1=C(C(=O)N(C)C)CC(CC(=O)NC2CCCC2)C(=O)N1CCC1=CCCCC1 (stereo not drawn) | 8 | 17 | 10% | -1% | 9% | / | 2% | 13% | 4
CCN1CCN(C(=O)c2oc(=O)c3ccccc3c2-c2ccc(C)cc2)CC1 | 19 | ? | 1% | 16% | 19% | -12% | 24% | 24% | -11
CCOc1ccc(CCNC(=O)C2(c3ccccc3)CC2)cc1OCC | 0 | 3 | 3% | 13% | 2% | -4% | 21% | -4% | 5
CCOc1ccc(-c2c[n+](=O)c3c(n2[O-])CCCC3)c(OCC)c1 | 19 | -12 | 7% | -11% | 2% | -3% | 16% | -7% | -8
COc1ccc(CC(=O)N2CCCC(C)C2)cc1 (stereo not drawn) | -6 | -16 | 9% | -1% | -9% | -2% | 17% | 8% | -5
Cc1cc(C)c(N=C2C(=O)Nc3ccccc32)c(C)c1 | 30 | -21 | -1% | -10% | -1% | 7% | -4% | 3% | 3
O=c1ccc2cc(S(=O)(=O)N3CCN(c4ccc(Cl)cc4)CC3)ccc2o1 | 23 | -16 | -14% | -10% | 1% | -2% | 4% | ? | -6
O=C(N/C(=C\c1ccc([N+](=O)[O-])cc1)C(=O)N1CCCCC1)c1ccccc1 | 13 | 12 | 1% | -7% | 9% | -25% | -1% | -19% | 10
COc1ccc(NC(=O)N(C)C[C@H]2OCCCC[C@H](C)Oc3ccc(NC(=O)Nc4ccc5c(c4)OCO5)cc3C(=O)N([C@@H](C)CO)C[C@@H]2C)cc1 | -30 | 9 | -8% | -9% | 6% | / | -6% | 25% | -3
O=C(N/C(=C\c1ccco1)C(=O)N1CCOCC1)c1ccccc1Cl | 0 | 5 | 5% | 21% | 8% | -10% | 16% | 30% | 6
CC(C(=O)Nc1ccc(N(C)C)cc1)N1C(=O)c2ccccc2S1(=O)=O (stereo not drawn) | -9 | -18 | 2% | -12% | -2% | -6% | 4% | -6% | 3
Cc1ccc(N2CC(C(=O)OCc3ccccc3F)CC2=O)cc1 (stereo not drawn) | -6 | -16 | -1% | -2% | 0% | 3% | -2% | 29% | 1
Cc1ccc(S(=O)(=O)NCCc2nnc3ccc(N4CCOCC4)nn23)cc1 | -15 | 17 | -1% | 7% | 0% | / | -2% | -18% | -1

One compound at a time, from the list above. Order of values: IL-1B inflam inh | D3 antag | HT1080 IDH1KD tx | KB-3-1 cytotox | GLP1R ag | SW480 rereplic | HT1080NT lethal | KB-V1 MDR tox | DRD3 agonist
O=C(Nc1cnn(Cc2ccc(Cl)cc2)c1)C1CCCC1 across the screens: -17 | -20 | -20% | 1% | 4% | 0% | -4% | 21µM* | -25
C=C(C)Cn1c(-c2ccncc2)n[nH]c1=S across the screens: -5 | ? | -6% | 0% | 2% | ? | 1% | 1% | -9

Remaining list, next part:
SMILES | IL-1B inflam inh | D3 antag | HT1080 IDH1KD tx | KB-3-1 cytotox | GLP1R ag | SW480 rereplic | HT1080NT lethal | KB-V1 MDR tox | DRD3 agonist
O=C(NCCN1CCOCC1)/C(=C/c1ccco1)NC(=O)c1ccccc1 | -3 | 12 | 1% | / | 0% | 0% | 0% | / | -13
CC1CCCCN1C(=O)c1ccc(S(=O)(=O)N2CCCCC2C)cc1 (stereo not drawn) | 0 | 31 | 13% | 2% | 1% | 0% | 5% | 0% | -14
CCOC(=O)CC(NC(=O)c1cc2cc(Br)ccc2oc1=O)c1cccc([N+](=O)[O-])c1 (stereo not drawn) | 5 | 10 | 6% | -4% | 4% | 0% | 5% | ? | 8
CC(C)C12CN3CC(C(C)C)(CN(C1)C3c1ccccc1)C2O (stereo not drawn) | -19 | -84* | 0% | 3% | -1% | 2% | 15% | 11% | -22
O=C(NCc1ccccc1)C1CCN(S(=O)(=O)c2cccc3cccnc23)CC1 | -7 | 14 | 1% | 18% | -3% | -3% | 0% | -5% | 1
COC(=O)c1ccc(CSc2ncnc3sc(C)c(C)c23)o1 | 14 | -14 | -18% | -3% | 1% | -1% | 16% | -21% | 0
CC1CCN(CCc2nc3cc(NC(=O)COc4ccccc4)ccc3n2C)CC1 | -9 | -71* | 13% | -9% | -6% | 29% | 13% | -13% | -15
O=C(O)c1cccc2c1Oc1ccccc1S2(=O)=O | 2 | -7 | 7% | 2% | 3% | 0% | 4% | ? | 1
CCOC(=O)c1c(-c2ccc(OC)cc2)csc1/N=C/C1=C(O)CCCC1=O | -5 | -2 | ? | ? | -9% | ? | ? | 0% | 5
CCCCCCCCN1C(=O)[C@H](CC(=O)NCc2ccc(C)o2)C[C@@]2(C(=O)OC)CCCCC=C12 | -54* | -20 | ? | -5% | -1% | / | ? | ? | -4
CC(C)(C)OC(=O)COc1cc(F)ccc1[N+](=O)[O-] | 23 | -20 | 8% | 10% | -3% | -20%[9.22 µM] | 8% | 0% | -11
Cc1ccnc(SCC(=O)c2cccc([N+](=O)[O-])c2)n1 | -12 | -4 | 15% | ? | 2% | -5% | 26% | 1% | -1
CCN1C(=O)C(CC(=O)Nc2ccc(OC)cc2)N(CCc2ccccc2)C1=S (stereo not drawn) | -76* | -3 | ? | ? | 8% | -5% | ? | 21µM* | 5
CN(CC(O)CN1CCOCC1)S(=O)(=O)O (stereo not drawn) | 3&8 | -4&-16 | 1%&15% | 13%&1% | -3%&0% | -3%&-47% | 5%&15% | ? | -7&1
COc1ccc2nc(C)cc(Nc3ccc(N4CCN(C)CC4)cc3)c2c1 | -106* | -13 | ? | 0% | 11% | 13% | ? | ? | -4
CCc1cc(=O)oc2cc(OC(=O)c3ccco3)ccc12 | -13 | 4 | 2% | 1% | 2% | -6% | 1% | 15% | 3
Fc1ccc(CNc2nc3c(-c4ccc(F)cc4)nnn3c3ccccc23)cc1 | / | / | / | 9% | -1% | / | / | 0% | 5
N#Cc1c(C(F)(F)F)cc(-c2ccco2)nc1SCc1ccccn1 | -18 | -9 | -4%[9.24 µM] | -10% | 1% | ? | ? | -25% | -3
CCOC(=O)N1CCN(C(=O)C[C@@H]2C[C@@]3(C(=O)OC)CCCCC=C3N(CCc3ccc(OC)c(OC)c3)C2=O)CC1 | -9 | 22 | 16% | 15% | / | / | 7% | ? | 10
O=c1c2ccccc2nc(COc2ccccc2)n1/N=C/c1ccc(O)c(O)c1 | -27 | 33 | -12% | ? | 12% | 4% | 4% | ? | 3
Cc1cccc(Cn2c(NC3CCCC3)nc3c2c(=O)[nH]c(=O)n3C)c1 | -14 | -22 | -8% | 0% | 2% | / | -5% | -12% | -6
COc1cc(OC)cc(C(=O)N(CN2CCCC2=O)c2ccccc2OC)c1 | 6 | -11 | -6% | 2% | 5% | -1% | -10% | 6% | 0
CCN(CC)CCCNC(=O)CCn1nc(-c2ccc(Cl)cc2)ccc1=O | 1 | 8 | -4% | -1% | 0% | 2% | 3% | 27% | 10
Cc1ccccc1C(=O)NCC(=O)OC(C)C(=O)Nc1cccc(S(=O)(=O)N2CCOCC2)c1 (stereo not drawn) | 13 | -18 | -4% | 2% | 3% | -3% | -1% | 4% | -3
